Assay outcomes deposited in PubChem by Broad Institute.
GSIS activator: primary screen for activators of insulin secretion dependent on glucose, INS-1E cells, GLuc reporter luminescence | activation, % at 16.6 µM | INS-1E GLuc reporter insulin secretion, 2-3 h | 0.61% of 370,000 active | AID 743287;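 active = lowest replicate activation of at least 40%, so every replicate reaches that level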;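 note: 0% = median of neutral control wells and 100% = median of IBMX positive control wells; some compounds called inactive have numbers as strong as hits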
PglD inh: PglD (C. jejuni) enzyme inhibition. purified PglD enzyme, DTNB colorimetric CoA detection. inhibition, % at 12.5 µM. 0.098% of 360,000 active; in the data active = inhibition above about 16%, passing the limit was not always enough; inconclusive = no clear call, values can overlap the other calls; note: strong numbers were not always called active
FN deposit inh: fibronectin deposition inhibition | 0.086% of 350,000 active | AID 743247 | inhibition, % at 12.6 µM | AH1F fibroblasts, Alexa488-fibronectin deposition fluorescence, overnight;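 active = mean inhibition across replicates of 30% or more, regardless of how many single replicates reach that level; inconclusive = mean under 30% yet at least half of replicates reach 30%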;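 note: positive control wells lacked labelled fibronectin entirely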
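Test system: AH1F fibroblast monolayer depositing Alexa488-labelled fibronectin into matrix. Input: 10000 cells per well. Technique: fluorescence, ex 485 nm, em 525 nm. Buffer or medium: DMEM plus 2% serum, read in PBS. Timing: 1 h cell adhesion before compound, then overnight fibronectin incubation. Compound: single dose, pinned. Read-out basis: inhibition from reduced deposited-fibronectin fluorescence.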
C2C12 statin: suppression of simvastatin myotoxicity | C2C12 myotubes + simvastatin, ATP luminescence, 48 h; scaled: DMSO 0, geranylgeraniol control 100 | rescue of ATP level, % at 7.49 µM | 0.78% of 330,000 active;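 active = mean ATP rescue above about 67%, or every replicate alone reaching that limit, limit read from the data, passing the limit was not always enough; inconclusive = no clear call, values can overlap the other calls; inactive = mean under the limit and some replicate under it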;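 note: myotubes were challenged with 10 µM simvastatin during compound exposure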
CFTR F508del cor: correctors of CFTR F508del function in bronchial epithelial cells. CFBE cells, YFP halide quenching; stimulated with forskolin plus potentiator P3; % fluorescence drop versus neutral controls. activity (quench increase), % at 7.58 µM. 0.36% of 350,000 active. AID 720511;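 active = mean added fluorescence quench of at least 8% versus neutral control, with both replicates also reaching 8%; inconclusive = only one of the mean or replicate conditions met; inactive = mean below 8% and not both replicates reaching 8%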;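 note: cells transiently co-express mutant CFTR-F508del with the halide-sensitive YFP; corrector assay measuring rescue of mutant channel to the surface after 24 h compound exposure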
miR-122 sensor: inhibitors of miR-122 in Huh7 cells. Huh7 miR-122 Renilla luciferase sensor, 48 h; neutral wells = 0, positive control = 100. activation (reporter increase), % at 12.5 µM. 0.3% of 340,000 active. AID 602342;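 active = mean replicate activation score at least 90 and every replicate individually at or above 90; inconclusive = only one of the two criteria met; inactive = neither criterion met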;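 note: higher luciferase means less miR-122 activity so hits act as miR-122 inhibitors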
Cneo AK release: causes C. neoformans cell lysis. adenylate kinase release luminescence, 4 h; normalised: neutral wells 0, clomiphene wells 100. lysis activity, % at 15 µM. 0.2% of 360,000 active. AID 651654;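 active = mean lysis activity across replicates of at least 80%, whatever share of replicates individually reach that level; inactive = mean lysis activity below 80%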
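Test system: log-phase Cryptococcus neoformans yeast cells; Quantity: yeast cell density of 5 × 10^6 cells/mL; Buffer or medium: YPD; Doses: single compound concentration per well; Timing: 4 h at 37 °C static, read 1 h later; Measured by: AK luminescence; Read-out basis: lysis from increased AK signal; Control set: Clomiphene as positive control.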
PGC1a acetyl inh: modulators of PGC1a acetylation; U2OS PGC1a acetylation, AlphaScreen anti-acetyl-lysine; with virally co-expressed GCN5 acetyltransferase; inhibition, % at 15.6 µM; 0.17% of 350,000 active; AID 651687;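 active = every replicate shows inhibition of at least 40%; inconclusive = mean inhibition at least 40% but some replicate below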;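 note: 0% = neutral control wells and 100% = positive control wells; some results beyond the cut were filed as inactive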
* marks the source's active call; other numbers are inactive results; ? = inconclusive; · = not tested or not shown; [ ] = another dose, or the depositor's remark.

SMILES	GSIS activator	PglD inh	FN deposit inh	C2C12 statin	CFTR F508del cor	miR-122 sensor	Cneo AK release	PGC1a acetyl inh
O=C(Cn1cc(C(F)(F)F)cc(Cl)c1=O)NCc1ccc(Cl)cc1	-15.6	4.1	3.5	4.7	1.6	0.8	5.1	·
O=C(NC(=S)Nc1cccc(Cl)c1Cl)C1CC1	15.2	5.0	14.2	-34.2	1.4	-3.3	6.2	-4.8
CCOC(=O)C1CCN(C(=O)Cn2nc(C)c3c(C)n(-c4ccccc4)nc3c2=O)CC1	-4.6	-1.3	-9.1	-18.8	-0.1	-11.1	0.9	13.5
Cc1cc(C)c2c(c1)-c1cc(C)nn1C(c1ccc3c(c1)OCO3)N2 (stereo not given)	·	-2.3	1.5	4.3	·	-1.5	1.0	·
CN1C(=O)c2cc(NC(=O)c3cccc(F)c3)ccc2OC[C@@H]2O[C@H](CC(=O)NCC3CC3)CC[C@@H]21	-2.8	·	-3.9	·	0.1	·	·	7.6
C[C@@H]1CN([C@@H](C)CO)S(=O)(=O)c2ccc(/C=C/c3ccccc3)cc2O[C@H]1CN(C)C(=O)Nc1cccc(F)c1	-4.1	8.0	·	-138.4	-1.5	10.5[16.7 µM]	1.8	-18.7
CC(=O)N[C@H]1CC[C@@H](CC(=O)NCc2ccc(Cl)cc2)O[C@H]1CO	11.5	6.2	·	1.7	2.2	·	-3.8	3.4
O=C(CCn1c(=S)[nH]c2ccccc2c1=O)Nc1cccc(Cl)c1	-5.8	-2.4	13.4	1.0	-2.9	20.0	-1.9	-12.2
O=C(Nc1cccc(Cl)c1)N1CCN(Cc2ccccc2)CC1	-21.3	-0.6	6.1	4.6	0.6	·	-1.4	-6.4
Cc1[nH]c2ccccc2c1/C=N/NC(=O)c1cccc(F)c1	12.0	·	-8.4	·	-1.9	0.5	·	2.1
CCc1cc2ccc(OC)cc2nc1SCC(=O)NNC(=O)c1ccco1	-9.1	·	-8.0	·	0.7	·	·	-8.3
O=[N+]([O-])c1ccc(N=Nc2ccc(O)c3ccccc23)cc1	·	1.9	·	-98.4	·	·	-11.0	2.6
Cc1ccc(-c2nnc(N3CCN(C(=O)c4ccco4)CC3)c3ccccc23)cc1	·	-3.0	5.5	·	·	6.3	0.2	-8.4
C[C@@H]1C[C@@H]2O[C@H]2/C=C\C=C\C(=O)Cc2c(Cl)c(O)cc(O)c2C(=O)O1	-19.0	5.8	·	?	-3.7	-2.5	9.4	39.4
O=C1Nc2ccc(Cl)cc2C12Nc1ccccc1-c1nnc(SCc3ccccc3F)nc1O2 (stereo not given)	-17.4	0.6	·	·	·	2.7	-3.1	·
C[C@H](CO)N1C[C@H](C)[C@@H](CN(C)Cc2ccc(C(=O)Nc3ccccc3N)cc2)Oc2ccc(NC(=O)Nc3ccc(C(F)(F)F)cc3)cc2C1=O	1.7	1.1	·	82.1*	-0.9	-2.6[16.7 µM]	0.5	-1.3
CCn1c(=S)sc2c(=O)n(CC(=O)Nc3cccc(Cl)c3)c(C)nc21	-18.8	-0.8	-1.1	5.3	-2.2	-4.8	-2.6	3.5
O=C(C[C@H]1CC[C@H](NC(=O)Nc2ccc3c(c2)OCO3)[C@@H](CO)O1)NCc1ccc(Cl)cc1	5.6	1.7	2.4	-10.7	0.4	·	46.9	-6.3
C[C@H](CO)N1C[C@H](C)[C@@H](CN(C)S(C)(=O)=O)Oc2ccc(NS(=O)(=O)c3ccc(Cl)cc3)cc2CC1=O	4.8	-0.9	·	-16.0	0.0	1.6[16.7 µM]	-3.8	1.0
COCC#Cc1cnc2c(c1)C(=O)N([C@H](C)CO)C[C@H](C)[C@@H](CN(C)Cc1ccccc1)O2	2.2	-3.1	-5.0	1.7	0.1	5.2[16.7 µM]	-1.1	5.2

For reference, part of the list above:
SMILES	GSIS activator	PglD inh	FN deposit inh	C2C12 statin	CFTR F508del cor	miR-122 sensor	Cneo AK release	PGC1a acetyl inh
Cc1cc(C)c2c(c1)-c1cc(C)nn1C(c1ccc3c(c1)OCO3)N2 (stereo not given)	·	-2.3	1.5	4.3	·	-1.5	1.0	·
CN1C(=O)c2cc(NC(=O)c3cccc(F)c3)ccc2OC[C@@H]2O[C@H](CC(=O)NCC3CC3)CC[C@@H]21	-2.8	·	-3.9	·	0.1	·	·	7.6
C[C@@H]1CN([C@@H](C)CO)S(=O)(=O)c2ccc(/C=C/c3ccccc3)cc2O[C@H]1CN(C)C(=O)Nc1cccc(F)c1	-4.1	8.0	·	-138.4	-1.5	10.5[16.7 µM]	1.8	-18.7
CC(=O)N[C@H]1CC[C@@H](CC(=O)NCc2ccc(Cl)cc2)O[C@H]1CO	11.5	6.2	·	1.7	2.2	·	-3.8	3.4
O=C(CCn1c(=S)[nH]c2ccccc2c1=O)Nc1cccc(Cl)c1	-5.8	-2.4	13.4	1.0	-2.9	20.0	-1.9	-12.2
O=C(Nc1cccc(Cl)c1)N1CCN(Cc2ccccc2)CC1	-21.3	-0.6	6.1	4.6	0.6	·	-1.4	-6.4
Cc1[nH]c2ccccc2c1/C=N/NC(=O)c1cccc(F)c1	12.0	·	-8.4	·	-1.9	0.5	·	2.1
CCc1cc2ccc(OC)cc2nc1SCC(=O)NNC(=O)c1ccco1	-9.1	·	-8.0	·	0.7	·	·	-8.3
O=[N+]([O-])c1ccc(N=Nc2ccc(O)c3ccccc23)cc1	·	1.9	·	-98.4	·	·	-11.0	2.6
Cc1ccc(-c2nnc(N3CCN(C(=O)c4ccco4)CC3)c3ccccc23)cc1	·	-3.0	5.5	·	·	6.3	0.2	-8.4
C[C@@H]1C[C@@H]2O[C@H]2/C=C\C=C\C(=O)Cc2c(Cl)c(O)cc(O)c2C(=O)O1	-19.0	5.8	·	?	-3.7	-2.5	9.4	39.4

Next part
SMILES	GSIS activator	PglD inh	FN deposit inh	C2C12 statin	CFTR F508del cor	miR-122 sensor	Cneo AK release	PGC1a acetyl inh
Cc1ccc(C)c(NC(=O)Cn2nc(C(F)(F)F)cc2C2CC2)c1	2.8	-2.3	-9.6	0.8	·	-6.1	-2.3	2.8
Cc1ccc(-n2c(C)nc3c(cnn3-c3ccc(C)c(C)c3)c2=O)cc1C	-18.1	-3.9	-2.5	-14.2	3.6	2.6	0.8	0.5
O=C(CN(C(=O)Cn1nnc(-c2ccccc2F)n1)c1cnc2ccccc2c1)NCC1CCCO1 (stereo not given)	-3.7	·	-3.0	2.2	0.6	-1.9	·	-3.4
O=C(C1CCC1)N1C[C@H]2[C@@H](c3ccccc31)[C@H](CO)N2C(=O)c1ccccc1	1.2	-3.2	5.8	-8.1	1.5	0.0[16.7 µM]	-2.3	-2.9
COc1cccc(CNC(=O)CCS(=O)(=O)c2ccc3c(c2)NC(=O)CS3)c1	-9.4	1.9	-5.1	19.4	4.0	-4.7	2.0	1.7
Cc1ccc(CNC(=O)Cn2nnc3ccccc3c2=O)cc1	5.2	·	-15.0	·	0.0	-5.6	·	8.4
COc1ccc(NC(=O)CON=CC(=O)Nc2ccc(C)cc2)c(OC)c1	23.9	2.9	0.6	-4.4	0.4	0.9	0.7	-5.2
CCN(CC(=O)NCc1cccs1)c1ccc(S(=O)(=O)N2CCOCC2)cn1	·	-0.8	·	5.9	·	-1.1	0.0	-5.2
COc1ccc(C2/C(=C(\O)c3ccc4c(c3)OCCO4)C(=O)C(=O)N2Cc2cccnc2)cc1OC (stereo not given)	7.8	-0.5	1.9	13.1	0.2	2.5	-0.2	0.4
Cc1ccc(S(=O)(=O)Nc2ccc3c(c2)C(=O)N([C@H](C)CO)C[C@H](C)[C@@H](CN(C)S(=O)(=O)c2ccccc2)OCCCC[C@H](C)O3)cc1	-7.7	-0.3	-6.8	·	-1.5	4.0[16.7 µM]	-2.5	-7.9
COc1ccc(-c2cnc3c(c2)C(=O)N([C@H](C)CO)C[C@@H](C)[C@@H](CN(C)C(=O)Cc2ccccn2)O3)cc1	14.3	-2.7	·	6.9	2.1	5.9[16.7 µM]	-6.5	4.6
O=C(CSc1nncs1)NC(=O)NCc1ccco1	0.4	3.4	0.5	10.9	-1.0	4.6	-0.7	·
O=C(O)CCc1ccc(-c2ccccc2)n1CC1CCCO1 (stereo not given)	·	-5.5	·	4.9	·	4.6	-0.5	-0.5
O=C(O)C1(Cc2nc3ccccc3[nH]2)CCCC1	7.8	-1.0	-1.3	-2.6	-0.1	1.3	-6.6	-0.2
C=CCN(C(=O)c1csnn1)C(C(=O)NCc1ccccc1)c1ccccc1F (stereo not given)	3.1	0.0	3.6	19.9	0.0	9.3	-1.2	·
CCOC(=O)C1=C(CN2CCN(C(=O)c3ccco3)CC2)NC(=O)NC1c1ccc(OC(C)C)cc1 (stereo not given)	-0.8	4.5	-3.1	2.7	-2.9	-1.7	-5.1	-0.4
C[C@@H]1CCCCO[C@@H](CN(C)S(=O)(=O)c2cn(C)cn2)[C@H](C)CN([C@H](C)CO)C(=O)c2cc(NC(=O)Nc3ccc(F)cc3)ccc2O1	-18.2	-9.1	-11.6	·	-0.2	-1.3[16.7 µM]	-0.9	-6.7
CCn1cc([N+](=O)[O-])c(C(=O)Nc2nc(-c3ccc(C)cc3)c(C)s2)n1	19.7	·	·	29.0	-0.3	20.6	·	19.6
Cc1ccc(C)c(NC(=O)CSc2nc(N)c(NC(=O)c3cccs3)c(=O)[nH]2)c1	1.0	-0.8	-5.6	5.9	-0.8	·	2.4	·
O=C(NCc1ccccc1Cl)c1ccc(Br)o1	6.3	-1.9	·	-0.5	0.4	0.0	-1.3	-6.7
CCCCN1C[C@H](COC(=O)CCC)Oc2cccc(F)c2S1(=O)=O	-0.5	-9.4	-11.2	-6.6	-0.8	-1.8	-1.4	-5.1
COc1ccc(-n2c(-c3ccc(Br)cc3)n[nH]c2=S)cc1	·	2.8	3.3	10.1	1.0	0.4	-0.4	-8.0
O=C(C[C@@H]1CC[C@@H]2[C@H](COC[C@H](O)CN2S(=O)(=O)c2cccc(Cl)c2)O1)NC1CCC1	2.1	5.3	2.7	8.9	2.6	2.9[16.7 µM]	0.4	7.6
O=S(=O)(c1ccc(F)cc1)N1CCN(c2nc(-c3ccc(F)cc3)cs2)CC1	-5.5	-5.2	·	23.5	4.1	·	1.4	-30.5
